S100A4 inh HTS – inhibitors of S100A4-myosin IIA peptide binding, primary screen, biochemical, fluorescence polarization, TAMRA-MyoIIA peptide; Protein S100-A4 (Homo sapiens), P26447; inhibition, % at 10.7 µM; 360,000 tested, 0.14% active;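 active = mean inhibition of at least 70% across replicates, with every replicate also reaching that level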
Target sequence (P26447 whole entry, looked up): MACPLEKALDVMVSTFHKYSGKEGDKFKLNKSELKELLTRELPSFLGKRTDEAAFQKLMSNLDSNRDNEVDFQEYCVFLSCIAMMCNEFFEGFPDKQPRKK
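incubation = readout 5 min after mixing, signal stable up to 60 min | system = S100A4 monomer protein | buffer or medium = HEPES pH 7.2 with CaCl2, KCl, NaCl, DTT, Triton | benchmarks = neutral control DMSO, positive control TFP | also added = fluorescent myosin IIA peptide, 5 nM | compound dosing = one concentration per compound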
ERAP1 HTS inh – human ERAP1 aminopeptidase inhibitors, primary screen, biochemical, single point, plate reader; recombinant ERAP1, Leu-AMC fluorescence, 60 min; inhibition, % at 10.7 µM; 340,000 tested, 0.15% active;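 active = mean replicate inhibition of at least 30%, or all replicates individually reaching that 30% level; inactive = mean below 30% and not every replicate reaching it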;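 note: 0% = neutral control wells and 100% = L-leucinethiol positive control wells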
Target sequence (Q9NZ08 whole entry, looked up): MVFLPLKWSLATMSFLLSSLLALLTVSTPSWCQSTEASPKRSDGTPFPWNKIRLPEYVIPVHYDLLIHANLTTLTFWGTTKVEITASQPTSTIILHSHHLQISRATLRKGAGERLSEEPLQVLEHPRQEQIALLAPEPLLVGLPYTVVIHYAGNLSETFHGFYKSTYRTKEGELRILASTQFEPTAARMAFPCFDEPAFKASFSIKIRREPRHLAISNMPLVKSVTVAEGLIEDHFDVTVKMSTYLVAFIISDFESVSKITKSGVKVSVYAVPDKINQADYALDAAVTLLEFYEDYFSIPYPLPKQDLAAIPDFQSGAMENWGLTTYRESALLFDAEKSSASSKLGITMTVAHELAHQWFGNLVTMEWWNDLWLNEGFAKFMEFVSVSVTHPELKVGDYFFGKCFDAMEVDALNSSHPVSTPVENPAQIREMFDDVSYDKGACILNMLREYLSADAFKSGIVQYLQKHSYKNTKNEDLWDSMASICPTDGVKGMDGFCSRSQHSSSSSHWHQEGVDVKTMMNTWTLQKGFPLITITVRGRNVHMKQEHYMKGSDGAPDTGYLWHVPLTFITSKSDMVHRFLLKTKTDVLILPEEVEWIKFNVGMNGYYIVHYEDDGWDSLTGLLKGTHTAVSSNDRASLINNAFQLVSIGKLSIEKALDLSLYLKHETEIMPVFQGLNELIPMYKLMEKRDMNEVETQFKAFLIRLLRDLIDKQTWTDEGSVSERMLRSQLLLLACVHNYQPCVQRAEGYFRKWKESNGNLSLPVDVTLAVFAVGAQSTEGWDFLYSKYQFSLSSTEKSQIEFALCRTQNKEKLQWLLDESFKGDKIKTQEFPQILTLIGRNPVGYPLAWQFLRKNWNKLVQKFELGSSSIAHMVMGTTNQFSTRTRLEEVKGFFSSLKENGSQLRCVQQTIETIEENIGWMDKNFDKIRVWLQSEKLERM
PAX8 inh HTS – inhibitors of PAX8-driven TPO luciferase reporter, primary screen, RMG-I cells, single concentration. SteadyGlo, 24 h. inhibition, % at 12.6 µM. 360,000 tested, 1.2% active. AID 652154, 2013;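 active = mean replicate inhibition at least 60% with every replicate also reaching 60%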;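 note: luciferase light reporting Pax8 driven TPO promoter activity; plate controls were median of neutral control wells for no effect and mitoxantrone controls for full effect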
PglD inh – C. jejuni PglD acetyltransferase inhibitors, primary screen, biochemical, DTNB colorimetric, single point; UDP-N-acetylbacillosamine N-acetyltransferase PglD (Campylobacter jejuni); purified PglD enzyme, DTNB colorimetric CoA detection; inhibition, % at 12.5 µM; 360,000 tested, 0.098% active; in the data active = inhibition above about 16%, passing the limit was not always enough; note: strong numbers were not always called active
FN deposition inh – inhibitors of fibronectin matrix deposition, primary screen, AH1F cells, Alexa488-fibronectin fluorescence, plate reader | AID 743247, 2014 | 350,000 tested, 0.086% active | AH1F fibroblasts, overnight | inhibition, % at 12.6 µM;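 active = mean inhibition across replicates of 30% or more, regardless of how many single replicates reach that level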;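 note: positive control wells lacked labelled fibronectin entirely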
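Material: AH1F fibroblast monolayer depositing Alexa488-labelled fibronectin into matrix / Amount: 10000 AH1F cells per well / Signal: fluorescence 485/525 nm / Medium: DMEM, 2% serum / Compound: single dose, pinned / Incubation: 1 h cell adhesion before compound, then overnight fibronectin incubation / Reagent: Alexa488-FN, 24 nM final / Read-out: inhibition of fibronectin deposition signal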
EWS-Fli inh – EWS/Fli-driven NR0B1 reporter inhibitors, primary screen, A673 cells, NR0B1 luciferase, luminescence, MLPCN library; AID 651661, 2012; viability-normalised; inhibition, % at 12.6 µM; 350,000 tested, 0.67% active;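 active = mean inhibition of at least 50% after viability correction, with every replicate also passing that limit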;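 note: firefly luciferase signal divided by Alamar Blue viability fluorescence both relative to DMSO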
LGR2 antag – inhibitors of bursicon-induced LGR2 CRE-luciferase signal, primary screen, cell-based, HEK293, CRE-luciferase reporter, bursicon stimulation. Drosophila bursicon receptor LGR2 (rickets). bursicon-stimulated, 4 h. inhibition, % at 9.99 µM. 380,000 tested, 0.35% active;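 active = drop in luminescence signal, shown as inhibition above about 50% in the replicate tests, limit read from the data, passing the limit was not always enough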;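 note: agonist challenge used bursicon conditioned medium at about half maximal strength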
PGC1a acetyl inh – inhibitors of PGC1a acetylation signal, primary screen, cell-based, U2OS, AlphaScreen, inhibitor mode; 350,000 tested, 0.17% active; inhibition, % at 15.6 µM; AlphaScreen anti-acetyl-lysine; with virally co-expressed GCN5 acetyltransferase;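 active = every replicate shows inhibition of at least 40%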;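 note: 0% = neutral control wells and 100% = positive control wells; some results beyond the cut were filed as inactive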
Starred values were filed as active, the others as inactive; nt = no result given. The order is random; about 2.1% have a hit in one of these screens.

The line under a structure holds: S100A4 inh HTS	PglD inh	PAX8 inh HTS	PGC1a acetyl inh	FN deposition inh	ERAP1 HTS inh	EWS-Fli inh	LGR2 antag
COc1ccc(-c2cn(Cc3ccc(C(N)=O)cc3)c(CCN)n2)cc1
  -9	0	-30	3	8	-3	-16	-13
CC(C)NC(=O)N(C)C[C@@H]1Oc2c(cccc2N(C)C)C(=O)N([C@@H](C)CO)C[C@@H]1C
  7	0	-14	8	nt	4	-2	-2
Cc1ccc(CNC(=O)CCC(=O)Nc2nnc(C(C)C)s2)cc1
  -2	3	0	0	4	-4	nt	3
CC(C)[C@H](NS(=O)(=O)c1cccc(C(F)(F)F)c1)C(=O)OCC(N)=O
  0	5	17	5	nt	1	2	-11
CCNC(=O)[C@@H]1[C@@H](CO)[C@@H]2Cn3c(ccc(-c4ccccc4)c3=O)[C@@H]2N1CC
  78*	2	56	nt	nt	7	13	-16
CCCCN(c1ccc(C(=O)OC)cc1)S(=O)(=O)c1ccccc1
  2	nt	4	-33	-5	-2	6	-17
O=C(C1CCN(S(=O)(=O)N2CCOCC2)CC1)N1CCN(c2ccc(F)cc2)CC1
  11	-5	5	-10	14	-2	10	12
COc1ccccc1CN1C(=O)CCC1(C)C(=O)NCc1cccnc1 (centres undefined)
  nt	0	-16	-4	7	nt	nt	nt
COc1ccc(C(=O)NNC(=O)c2cc(C)[nH]n2)cc1
  -5	nt	-13	nt	15	2	2	nt
O=S(=O)(/N=C(/Nc1ccc(Cl)c(S(=O)(=O)N2CCOCC2)c1)c1ccc(F)cc1)c1ccccc1
  1	0	10	-7	-4	0	nt	17
CCC(C)N(CCNC(=O)c1ccc(NC2=NC3CS(=O)(=O)CC3S2)cc1)Cc1ccco1 (centres undefined)
  3	1	nt	-1	6	2	-3	9
COc1ccc2c(O)c(-c3c(C)cc(C)cc3C)c(=O)[nH]c2c1
  3	nt	-7	-19	2	nt	-3	-7
CCOCCn1c(CN2CCC(Cc3ccccc3)CC2)nc2c1c(=O)n(C)c(=O)n2C
  -5	-3	nt	1	nt	-2	23	10
Cc1ccc(NC(=O)c2cc(S(=O)(=O)N3CCCCC3)ccc2N2CCOCC2)cc1S(=O)(=O)N(C)C
  1	-1	6	4	-5	5	9	nt
Cc1ccc(NC(=O)COC(=O)CCc2c[nH]c3ccccc23)c(C)c1
  4	4	3	-4	-1	1	2	7
CCCNC(=O)N1[C@H](C#N)[C@H](c2ccccc2-c2cccc(C)c2)[C@@H]1CO
  -2	nt	9	-18	-4	1	4	9
N#C/C(=C\c1ccncc1)c1ccccn1
  1	-7	1	5	9	3	5	4
C[C@@H]1CN([C@H](C)CO)S(=O)(=O)c2ccc(-c3cccc(C(=O)N(C)C)c3)cc2O[C@@H]1CN(C)C(=O)Nc1ccccc1
  29	5	-18	7	nt	4	13	5
CCC(C)NC(=O)c1cc(Sc2nnc(C)s2)nc2ccccc12 (centres undefined)
  -2	nt	-1	nt	2	0	-10	-4
C[C@H](CO)N1C[C@H](C)[C@@H](CN(C)C)Oc2cc(-c3ccccc3)ccc2S1(=O)=O
  -11	6	-5	-2	nt	2	0	5
COC(=O)Cn1c(=NC(=O)CCS(=O)(=O)c2ccccc2)sc2c(OC)ccc(OC)c21
  11	-2	nt	nt	10	3	2	-19
COc1ccc(C(=O)CCC(=O)N2CCN(c3cccc(Cl)c3)CC2)cc1
  2	3	3	1	2	nt	1	-11
O=C(C[C@@H]1CC[C@H](NC(=O)c2cccnc2)[C@@H](CO)O1)NCCN1CCCCC1
  -10	2	-6	-5	-5	-1	-4	-12
CN(C)C(=O)c1ccc(-c2ccccc2[C@H]2[C@@H](C#N)N(C(=O)C3CC3)[C@@H]2CO)cc1
  1	nt	nt	6	-9	2	-2	5
OC(c1ccc(F)cc1)c1nc(-c2csc3ccccc23)cs1 (centres undefined)
  -1	-14	-7	-37	5	1	-8	nt
CCNC(=O)C[C@H]1CC[C@@H]2[C@H](COC[C@H](O)CN2C(=O)c2cc(Cl)cc(Cl)c2)O1
  nt	-2	nt	2	-9	nt	nt	5
CCC(=O)N[C@H]1CC[C@@H](CC(=O)NCC2CC2)O[C@@H]1CO
  11	nt	nt	2	8	-2	12	10
CCOc1ccc(OCc2ccc(C(=O)N3CCCCC3)o2)cc1
  -1	7	-51	0	-8	-2	-81	-27
CN(C)C(=O)c1cccc(-c2ccc3c(c2)[C@@H]2[C@@H](CCN2C(=O)C2CC2)[C@H](CO)N3)c1
  1	0	6	-2	0	1	3	-6
Cc1ccc2nc(SCC(=O)c3ccc(O)cc3O)[nH]c2c1
  -1	-3	-79	6	4	0	-177	-74

(more compounds)
The line under a structure holds: S100A4 inh HTS	PglD inh	PAX8 inh HTS	PGC1a acetyl inh	FN deposition inh	ERAP1 HTS inh	EWS-Fli inh	LGR2 antag
CO[C@@H](CN(C)Cc1ccc2c(c1)OCO2)[C@@H](C)CN(C(=O)Nc1ccc(F)cc1)[C@@H](C)CO
  7	-5	nt	-7	2	1	-1	-14
COc1cc(C(=O)N(CCN(C)C)CC2CCCN(Cc3ccccc3F)C2)ccc1C (centres undefined)
  -2	-4	-14	nt	-5	-1	1	-12
CCn1ncc(/C=N\NC(=O)COc2cc(C)cc(C)c2)c1C
  20	3	31	3	2	4	-3	0
CC(OC(=O)Cc1c[nH]c2ccccc12)C(=O)Nc1ccc(S(N)(=O)=O)cc1 (centres undefined)
  -3	2	23	13	0	1	7	-5
COc1ccc(OC)c(NC(=O)CN2c3cccc4cccc(c34)S2(=O)=O)c1
  6	4	14	nt	2	-11	2	-5
C[C@H]1CN([C@@H](C)CO)C(=O)c2cc(NC(=O)Nc3ccc4c(c3)OCO4)ccc2O[C@H]1CN(C)S(=O)(=O)c1cccs1
  -5	1	nt	-2	1	1	-6	25
Cc1ccc(S(=O)(=O)Nc2cccc3c2O[C@@H](CN(C)S(=O)(=O)c2cn(C)cn2)[C@@H](C)CN([C@@H](C)CO)C3=O)cc1
  nt	4	18	-4	nt	nt	-13	0
CCn1c(N)c(C(=O)NC)sc1=S
  nt	3	-9	-2	-2	nt	nt	nt
O=C(CN1C(=O)COc2ccccc21)N1CCN(c2ccccc2F)CC1
  7	-6	nt	-5	nt	-2	nt	13
Cc1cc(C(=O)NC2CCC(C)CC2)c(C)o1 (centres undefined)
  0	-1	-224	2	2	-1	-84	-41
COc1ccc(CCNC(=O)CC2(CC3=NS(=O)(=O)c4ccccc4N3)CCCC2)cc1OC
  2	6	0	7	4	-1	nt	11
O=C(C[C@H]1C[C@H]2c3cc(NS(=O)(=O)c4ccc(F)cc4)ccc3O[C@H]2[C@@H](CO)O1)NCc1ccc(Oc2ccccc2)cc1
  -1	-2	59	-13	nt	0	34	3
N#Cc1cc2c(ccc3ccccc32)oc1=O
  -1	nt	-12	-4	-9	-1	7	33
CSc1nnc(-c2sc(-c3ccccc3)nc2C)n1C
  nt	2	-26	10	-7	nt	nt	nt
O=C(c1ccccn1)N1CCN(S(=O)(=O)c2ccc3ccccc3c2)CC1
  -2	3	3	1	-3	-2	10	-5
CC(OC(=O)/C=C/c1ccc2ccccc2n1)C(=O)Nc1ccc(S(N)(=O)=O)cc1 (centres undefined)
  -9	5	47	10	7	1	12	10
CC1=NN(c2ccccc2)C(=O)/C1=C/c1ccc(-c2ccc(C)c(C(=O)O)c2)o1
  -4	nt	-1	nt	-4	1	-1	3
CCOc1ccc(Cc2c(Cl)nc(N)nc2Cl)cc1
  nt	1	-9	7	-2	nt	nt	nt
NC(=O)Nc1ccc(C(=O)OCC(=O)Nc2ccc([N+](=O)[O-])cc2C(F)(F)F)cc1
  5	nt	5	nt	-2	7	3	23
CCCCNC(=O)c1nc(C2CCN(S(=O)(=O)c3ccc(Cl)cc3)CC2)oc1-c1ccccc1
  36	nt	-8	nt	-16	4	15	-17
O=C(NCCc1ccccc1)c1ccccc1SCC(=O)N1CCCC1
  -2	1	-33	nt	nt	2	-21	-18
Cc1ccc(SCCN2CCN(C)CCC2=O)cc1
  nt	-6	-75	2	2	nt	-27	7
C[C@@H]1CN([C@H](C)CO)C(=O)Cc2cc(NC(=O)Nc3ccc(F)cc3)ccc2O[C@@H]1CN(C)Cc1ccncc1
  -3	9	1	0	nt	-1	-8	nt
O=C(OCCCc1cc2ccccc2c(=O)o1)c1ccc(C(F)(F)F)cc1
  -1	-1	5	nt	-23	1	3	-2
O=C(Cc1ccc(NC(=O)C2CCN(C(=O)C3CC3)CC2)cc1)Nc1cccc(C(=O)N2CCCCC2)c1
  3	1	13	2	18	-3	3	5
NNC(=O)CN1C(c2ccccc2)=Nc2ccc(Br)cc2C1c1ccccc1 (centres undefined)
  3	nt	-8	nt	-1	0	-18	nt
CO[C@H]1CN(C)C(=O)c2cc(NC(C)=O)ccc2OC[C@@H](C)N(Cc2cncnc2)C[C@H]1C
  11	-4	nt	-7	-5	-4	-1	-3
COc1ccc(CC(=O)NCc2nnc(SCC(=O)Nc3cccc(F)c3)n2C)cc1
  1	1	-15	1	-7	-2	-7	-5
CC(=O)c1cnn(-c2ccc(Cl)cc2)c1C
  -12	0	14	-5	8	1	12	11
COc1ccc(NC(=O)Nc2ccc(N(C)C)cc2)cc1
  nt	4	-144	5	-2	nt	nt	nt

Another view of 2 compounds above.
OC(c1ccc(F)cc1)c1nc(-c2csc3ccccc23)cs1 (centres undefined)
  S100A4 inh HTS: -1	PglD inh: -14	PAX8 inh HTS: -7	PGC1a acetyl inh: -37	FN deposition inh: 5	ERAP1 HTS inh: 1	EWS-Fli inh: -8	LGR2 antag: nt
CCNC(=O)C[C@H]1CC[C@@H]2[C@H](COC[C@H](O)CN2C(=O)c2cc(Cl)cc(Cl)c2)O1
  S100A4 inh HTS: nt	PglD inh: -2	PAX8 inh HTS: nt	PGC1a acetyl inh: 2	FN deposition inh: -9	ERAP1 HTS inh: nt	EWS-Fli inh: nt	LGR2 antag: 5

Marked active in S100A4 inh HTS, of those listed so far:
SMILES	S100A4 inh HTS	PglD inh	PGC1a acetyl inh	ERAP1 HTS inh	LGR2 antag
CCNC(=O)[C@@H]1[C@@H](CO)[C@@H]2Cn3c(ccc(-c4ccccc4)c3=O)[C@@H]2N1CC	78*	2	nt	7	-16

Further compounds:
The line under a structure holds: S100A4 inh HTS	PglD inh	PAX8 inh HTS	PGC1a acetyl inh	FN deposition inh	ERAP1 HTS inh	EWS-Fli inh	LGR2 antag
COc1ccc(NC(=O)N(C)C[C@H]2Oc3ncc(C4=CCCC4)cc3C(=O)N([C@@H](C)CO)C[C@H]2C)cc1
  -2	1	nt	0	-3	0	0	7
CN(C)C(=O)NC(NC(=S)Nc1ccccc1)C(Cl)(Cl)Cl (centres undefined)
  -3	-3	5	-19	12	-37	5	-54
O=C(CS(=O)(=O)c1ccccc1)Nc1ccc(Cl)cn1
  -1	2	-20	-4	4	-1	-17	3
CCOC(=O)C1CCCN(C(=O)c2cc(-c3ccccc3)cs2)CC1 (centres undefined)
  1	-2	-29	-13	nt	-1	8	-38
COc1ccc2[nH]c(C(=O)N3CCN(Cc4ccccc4)CC3)cc2c1OC
  1	-8	18	-19	-4	2	6	1
C[C@@H]1CN([C@H](C)CO)C(=O)CCCn2cc(nn2)CO[C@@H]1CN(C)S(=O)(=O)c1ccc(Oc2ccccc2)cc1
  0	2	nt	3	0	0	9	0
C[C@H](CO)N1C[C@H](C)[C@H](CN(C)C(=O)Nc2ccc3c(c2)OCO3)OCCCC[C@H](C)Oc2ccc(NC(=O)Nc3ccc(C(F)(F)F)cc3)cc2C1=O
  2	0	nt	-4	nt	-1	1	10
